Screening results as filed in PubChem.
RGS8-Gao: human RGS8-Galphao interaction regulation; P09471; multiplexed bead flow cytometry, RGS8-Galphao binding; actives lie on both sides; response (percent of control binding), % at 10 µM; 220,000 tested, 0.34% active; in the data active means response below about 60% or above about 140%; inactive means in between;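 further: Galphao activated as the GDP aluminium fluoride complex binding bead-coupled RGS8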
Bim-Bcl-B: human Bim-Bcl-B interaction inhibition. 190,000 tested, 0.073% active. Q9HD36. bead-based flow cytometry, Bim peptide-Bcl-B binding. inhibition, % at 10 µM;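 further: 0% = tracer peptide without compound and 100% = reference inhibitor peptide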
Target sequence (Q9HD36 whole entry, looked up): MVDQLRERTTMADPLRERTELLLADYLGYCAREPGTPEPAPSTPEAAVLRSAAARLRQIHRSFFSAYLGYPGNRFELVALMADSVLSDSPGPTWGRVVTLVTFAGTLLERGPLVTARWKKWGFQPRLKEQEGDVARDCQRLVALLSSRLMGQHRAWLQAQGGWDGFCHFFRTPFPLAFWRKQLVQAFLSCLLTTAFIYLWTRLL
Bim-Bcl-W: human Bim-Bcl-W interaction inhibition | Q92843 | bead-based flow cytometry, Bim peptide-Bcl-W binding | inhibition, % at 10 µM | 190,000 tested, 0.02% active;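 further: 0% = bound tracer without compound and 100% = peptide blocker; higher means less fluorescent Bim peptide bound to Bcl-W beads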
Bim-Bcl-XL: inhibitors of Bim-Bcl-XL interaction, human; Q07817; Bim peptide-Bcl-XL binding, bead flow cytometry, fluorescence; inhibition, % at 10 µM; 190,000 tested, 0.04% active
Target sequence (Q07817 whole entry, looked up): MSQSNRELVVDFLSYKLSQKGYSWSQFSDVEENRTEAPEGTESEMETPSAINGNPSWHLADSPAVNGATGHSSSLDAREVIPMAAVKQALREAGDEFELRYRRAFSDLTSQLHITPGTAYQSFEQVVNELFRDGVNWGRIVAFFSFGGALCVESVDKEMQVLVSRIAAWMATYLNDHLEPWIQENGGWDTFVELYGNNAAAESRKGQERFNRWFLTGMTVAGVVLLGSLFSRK
Mcl1 Noxa PPI: Mcl-1/Noxa interaction inhibition | TR-FRET Mcl-1/Noxa peptide binding, 2 h | inhibition, % at 21.7 µM | 220,000 tested, 1.5% active | AID 1022;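 active means compounds that cut the protein-peptide binding signal by more than 50% relative to plate controls in a single-dose test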;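 further: His-tagged Mcl-1 with rhodamine Noxa BH3 peptide and terbium anti-His antibody; 0% = Mcl-1 plus Noxa peptide wells and 100% = peptide-only wells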
Target sequence (Q07820 whole entry, looked up): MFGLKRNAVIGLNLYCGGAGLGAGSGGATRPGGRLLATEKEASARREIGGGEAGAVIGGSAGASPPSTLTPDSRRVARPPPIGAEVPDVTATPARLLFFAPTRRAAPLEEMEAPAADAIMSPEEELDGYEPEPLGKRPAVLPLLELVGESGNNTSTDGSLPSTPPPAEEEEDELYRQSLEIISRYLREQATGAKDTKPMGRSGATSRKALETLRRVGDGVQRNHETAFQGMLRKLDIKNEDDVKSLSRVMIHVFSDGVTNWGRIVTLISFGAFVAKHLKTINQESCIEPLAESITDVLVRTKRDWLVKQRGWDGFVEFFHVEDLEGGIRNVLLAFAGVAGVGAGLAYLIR
Mcl-1 Bim block: disrupts Bim peptide binding to human Mcl-1; 190,000 tested, 0.1% active; Q07820; Bead-based flow cytometry, Bim peptide-Mcl-1 binding; inhibition, % at 10 µM;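 further: 0% = no compound tracer wells and 100% = peptide blocker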
RGS7-Gao: regulators of human RGS7-Galphao interaction | binding response (% of control), % at 10 µM | 220,000 tested, 0.35% active | Multiplexed bead flow cytometry, RGS7-Galphao binding; actives lie on both sides | P09471 | AID 1439; in the data active means binding response below about 49% or above about 150%; inconclusive means no clear call, values can overlap the other calls; inactive means in between;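 further: fluorescent Galphao held in activated GDP-AlF4 state binding bead-coupled RGS7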
Mcl1-Bid inh: disrupts binding of human Mcl-1 to Bid peptide | Q07820 | TR-FRET Mcl-1/Bid-Dy647 peptide binding, 1536-well | inhibition, % at 21.7 µM | 220,000 tested, 0.97% active;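 active means compounds that cut the binding signal by more than half at the single screening dose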;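 further: His-tagged Mcl-1 with europium anti-His antibody binding Bid BH3 peptide; 0% = Mcl-1 plus peptide wells and 100% = peptide-only wells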
Bim-Bcl-2: disrupts Bim peptide binding to human Bcl-2; Bead-based flow cytometry, Bim peptide-Bcl-2 binding; inhibition, % at 10 µM; 190,000 tested, 0.06% active; in the data active means inhibition above about 40%; inconclusive means no clear call, values can overlap the other calls;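 further: 0% = no compound wells with probe peptide and 100% = reference peptide inhibitor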
Target sequence (P10415 whole entry, looked up): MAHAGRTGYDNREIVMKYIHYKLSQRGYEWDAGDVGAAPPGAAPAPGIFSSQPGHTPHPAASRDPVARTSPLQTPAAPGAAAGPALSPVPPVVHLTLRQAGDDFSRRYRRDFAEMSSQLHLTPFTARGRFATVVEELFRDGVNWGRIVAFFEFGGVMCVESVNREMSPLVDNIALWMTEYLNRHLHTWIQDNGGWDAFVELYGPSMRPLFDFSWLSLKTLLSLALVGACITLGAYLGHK
RGS4-Gao reg: modulates binding of RGS4 to human Galphao; P09471; Multiplexed bead flow cytometry; actives lie on both sides; binding response (% of control), % at 10 µM; 220,000 tested, 0.33% active; AID 1415; in the data active means binding response below about 49% or above about 150%; inactive means in between;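 further: fluorescent Galphao activated with aluminum fluoride binding bead-coupled RGS4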
Bfl-1 Bim block: inhibitors of Bim-Bfl-1 interaction, human | Q16548 | Bead-based flow cytometry, Bim-Bfl-1 binding inhibition | inhibition, % at 10 µM | 190,000 tested, 0.12% active | AID 1008;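 further: 0% = wells without compound plus tracer and 100% = blocker peptide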
The depositor's hits bear a star; ? = inconclusive; nt = not tested or not shown. Unless noted, no stated cut-off is given here; in the data, active means inhibition above about 40%. Outcome played no part in choosing rows; overall some 2.7% were active at least once.

nr	SMILES	RGS8-Gao	Bim-Bcl-B	Bim-Bcl-W	Bim-Bcl-XL	Mcl1 Noxa PPI	Mcl-1 Bim block
1	O=C(/C=C/c1ccccc1)N/C(=C/c1ccccc1)C(=O)Nc1cccc(C(=O)O)c1	98	1	-1	-1	15	0
2	O=C(CCN1C(=O)c2ccccc2C1=O)Nc1ccccn1	101	-10	0	-11	nt	-3
3	COC(=O)c1cc2ccccc2oc1=O	99	0	0	0	21	1
4	COC(=O)C1CCN(CC(N)=O)CC1	99	-8	2	-8	4	0
5	Cc1cc(C)cc(N(C(=O)Cc2cccs2)C(C(=O)NC2CCCC2)c2ccc(C)o2)c1 (configuration not stated)	nt	4	-2	0	10	1
6	CS(=O)(=O)Oc1ccc2c(c1)O/C(=C\c1cccnc1)C2=O	96	nt	nt	nt	-8	nt
7	CCOC(=O)c1ccc(NC(=O)C(=O)NCCc2ccc(OC)cc2)cc1	100	0	0	-5	-7	-1
8	COc1ccc(-c2csc3ncn(-c4ccccc4)c(=O)c23)cc1OC	103	-4	-2	-2	6	-5
9	CCOc1cccc(/C=C2/NC(=O)N(CC(=O)Nc3cccc(C)c3)C2=O)c1O	100	-4	2	1	1	1
10	CC1CCN(C(=S)c2cn(Cc3ccccc3F)c3ccccc23)CC1	98	-5	0	0	0	0
11	OC(CNCCc1ccc(C(F)(F)F)cc1)COc1ccc2ccccc2c1 (configuration not stated)	106	-6	-3	-7	20	-4
12	Cc1ccc(C)c(N2CCN(c3ccncc3N)CC2)c1	105	nt	nt	nt	20	nt

nr	RGS7-Gao	Mcl1-Bid inh	Bim-Bcl-2	RGS4-Gao reg	Bfl-1 Bim block
1	99	-9	2	99	4
2	99	-2	-10	99	-15
3	101	30	2	102	-7
4	100	-11	-9	102	-6
5	nt	-4	2	nt	4
6	?	2	nt	97	nt
7	103	3	-2	103	-1
8	100	-10	-5	101	0
9	99	-3	0	100	1
10	100	-125	-7	98	-9
11	100	-2	-10	103	-13
12	?	-21	nt	102	nt

(cont.)
nr	SMILES	RGS8-Gao	Bim-Bcl-B	Bim-Bcl-W	Bim-Bcl-XL	Mcl1 Noxa PPI	Mcl-1 Bim block
13	CC(=O)Nc1ccc(NC(=O)Cn2nc([N+](=O)[O-])c(Br)c2C)cc1	81	-1	-2	-1	16	0
14	Cc1ccc(S(=O)(=O)N2CCOCC2)cc1NC(=O)COC(=O)c1ccc2c(c1)OCO2	100	-3	-1	0	6	-1
15	O=C(c1nc2nc(-c3ccccc3)cc(C(F)(F)F)n2n1)N1CCCCC1	94	0	-1	-1	-6	1
16	COc1ccc(/C=N/NC(=S)NC2CCS(=O)(=O)C2)cc1 (configuration not stated)	105	-3	-7	-12	10	-8
17	CCC(=O)c1ccc(OCC(=O)Nc2nn3cnnc3s2)cc1	100	0	-2	-3	12	-2
18	CCOC(=O)c1ccc(NC(=O)CCNc2c(N3CCCC3)c(=O)c2=O)cc1	99	-4	-4	-6	5	-4
19	O=C(NNC(=O)[C@H]1CC=CC[C@H]1C(=O)O)c1ccc(Cl)cc1Cl	99	-3	0	-1	3	0
20	Cc1nccn1-c1cc(C(C)(C)C)nc2c(-c3ccccc3)cnn12	101	-3	-2	-5	17	-3
21	CCN(CC)S(=O)(=O)c1ccc(N(C)Cc2cccc(OC)c2OC)nc1	97	-1	-2	-2	0	-2
22	c1ccn2c(c1)nc1c2nc2ccccn21	102	-3	2	-1	16	4
23	CSCC[C@H](NC(=O)C(C)(C)Oc1ccc(Cl)cc1)c1nc2ccccc2[nH]1	96	-9	-7	-12	-6	-5
24	COc1ccc2c(c1)C=C(CN1CCN(C3CCCC3)C(CCO)C1)CO2 (configuration not stated)	101	-4	0	0	13	-1

nr	RGS7-Gao	Mcl1-Bid inh	Bim-Bcl-2	RGS4-Gao reg	Bfl-1 Bim block
13	91	14	0	96	1
14	?	-29	-1	99	-2
15	92	-4	-1	93	3
16	102	-42	-3	104	-5
17	101	-5	1	101	0
18	97	1	-5	99	-10
19	104	-11	-2	103	-4
20	99	7	0	97	0
21	102	2	1	102	-3
22	98	-6	-6	100	-9
23	96	-65	-6	100	-4
24	?	-80	0	100	-2

Further entries follow:
nr	SMILES	RGS8-Gao	Bim-Bcl-B	Bim-Bcl-W	Bim-Bcl-XL	Mcl1 Noxa PPI	Mcl-1 Bim block
25	N#CCCN(CCC#N)c1nncs1	98	1	0	-3	-9	0
26	COC(=O)c1c(NC(NC(=O)C(C)C)C(Cl)(Cl)Cl)sc2c1CCC2 (configuration not stated)	95	-8	0	-2	17	-2
27	Cc1cc(C)c(-c2c(O)c3cccc4c3n(c2=O)CCC4)c(C)c1	101	-31	-26	-23	5	-28
28	CCOc1ccccc1-c1nc(-c2cccc(Br)c2)no1	99	-3	-1	-4	-8	-4
29	COc1cc(NC(=O)CSc2nnc(NC(C)C)s2)cc(OC)c1OC	99	0	1	0	6	0
30	CCC/C=C(\CCC)C(NC(=O)OCC(C)C)c1ccc(C(=O)OC)cc1 (configuration not stated)	99	0	2	2	0	0
31	CCOC(=O)CSc1nc(C)c(C(=O)OCC)s1	92	1	-4	-12	8	-5
32	CCOC(=O)/C(C#N)=C1\CCCN1CC(N)=S	100	-60	-18	-24	13	-38
33	Cc1ccc(S(=O)(=O)CC(=O)Nc2c(C)n(C)n(-c3ccccc3)c2=O)cc1	97	0	-2	-1	20	-2
34	CCOC(=O)c1sc2nc(C)[nH]c(=S)c2c1C	100	-8	-4	-3	1	-5
35	CCn1c(Cc2c(C)[nH]c3ccccc23)nnc1SCC(=O)NCc1ccccc1	99	-2	-2	0	17	-4
36	CC/C(=N\NC(=O)CSCc1ccccc1Br)c1ccc2c(c1)OCCO2	102	-6	-2	4	1	-2

nr	RGS7-Gao	Mcl1-Bid inh	Bim-Bcl-2	RGS4-Gao reg	Bfl-1 Bim block
25	97	-33	0	101	0
26	99	-15	-4	100	1
27	98	7	-23	101	-23
28	96	-1	-4	99	-1
29	?	-8	-1	100	-4
30	101	6	0	103	0
31	96	-28	2	103	-3
32	103	-72	-4	95	4
33	96	8	0	98	-3
34	103	-18	-1	102	-7
35	99	-52	-4	103	-2
36	108	1	-10	108	-13

Additional compounds follow:
nr	SMILES	RGS8-Gao	Bim-Bcl-B	Bim-Bcl-W	Bim-Bcl-XL	Mcl1 Noxa PPI	Mcl-1 Bim block
37	O=C(Cn1cc([N+](=O)[O-])cn1)NCc1cc2ccccc2[nH]1	99	-3	-3	-7	12	-5
38	O=C(O)C1(S(=O)(=O)CCC(F)=C(F)F)CC1	101	-6	0	-1	21	-3
39	Cc1noc2ncnc(Oc3ccc(Cl)cc3Cl)c12	101	0	0	-3	20	-2
40	Fc1ccc(-n2nnc(-c3cccnc3)n2)cc1	99	-7	0	0	-23	-1
41	COc1ccc2nc(NC(=O)CSc3nnc(N)s3)sc2c1	104	-12	-5	-3	54*	1
42	CCOc1ccccc1C(=O)Nc1nnc(CC)s1	100	-9	-4	-9	0	-4
43	Cc1ccc(CN2C3CCCC2CC(NC(=O)c2ccc(C)cc2)C3)cc1 (configuration not stated)	104	-3	-1	-3	-8	0
44	Cc1ccccc1Nc1nc(N)nc(CSc2nc3ccccc3c(=O)n2C)n1	100	-13	-2	-9	1	-4
45	OC1CCN(C(=S)Nc2ccc(Nc3ccccc3)cc2)CC1	104	-44	0	-5	11	-6
46	Cn1c(CCNC(=O)c2cccs2)nnc1SCC(=O)N1CCN(c2ccccc2)CC1	98	-3	-1	-3	0	-1
47	COc1ccccc1CNC(=O)COC(=O)c1cc(C)oc1C	104	-3	-2	-2	-3	-1
48	O=S(=O)(NC1=NCCCCC1)c1ccc2ccccc2c1	102	-6	-1	-5	-1	-1

nr	RGS7-Gao	Mcl1-Bid inh	Bim-Bcl-2	RGS4-Gao reg	Bfl-1 Bim block
37	99	-40	-2	99	-1
38	101	-17	-4	104	-4
39	108	-23	-3	104	-4
40	95	-6	-5	95	-5
41	101	14	0	103	-2
42	100	-6	-9	99	-14
43	?	-27	0	104	-6
44	96	-4	-10	98	-14
45	?	-43	0	102	9
46	95	-10	-6	94	-15
47	98	-47	-4	98	-7
48	101	-9	1	102	0

(cont.)
nr	SMILES	RGS8-Gao	Bim-Bcl-B	Bim-Bcl-W	Bim-Bcl-XL	Mcl1 Noxa PPI	Mcl-1 Bim block
49	C/C(=N\NC(=S)NC1CCCCC1)c1ccccc1	101	12	7	4	15	6
50	Cc1nc2c(ccc3nc(NC(=O)C(c4ccccc4)c4ccccc4)sc32)s1	113	-4	-1	-5	-3	-2
51	CCC1Nc2ccccc2-c2nnc(SC)nc2O1 (configuration not stated)	102	-6	0	-4	13	-1
52	Cc1cc(O)ccc1-c1cnc2ccccc2n1	100	-14	-1	-5	19	-2
53	Cc1oc2ccc(NS(=O)(=O)c3cccc4cccnc34)cc2c1C(=O)OC(C)C	100	-17	-6	-14	-2	-7
54	CC1=C(C#N)C(c2cccnc2)C2=C(CC(C)(C)CC2=O)N1 (configuration not stated)	100	-2	0	0	0	-1
55	CCOc1cc(N2CCOCC2)c(OCC)cc1NC(=O)Cc1cn2ccsc2n1	97	-12	-11	-10	6	-10
56	COc1ccc(N2CCN(Cc3nc4c(c(=O)n(C)c(=O)n4C)n3CCc3ccccc3)CC2)cc1	100	-4	-2	-5	21	1

nr	RGS7-Gao	Mcl1-Bid inh	Bim-Bcl-2	RGS4-Gao reg	Bfl-1 Bim block
49	110	-32	6	101	11
50	120	13	-1	124	-2
51	106	-10	-6	103	-6
52	106	-1	-5	100	9
53	100	15	-6	103	-12
54	99	-4	-1	100	0
55	94	-105	-7	95	-3
56	103	-32	-6	98	-12

Sorted by formula weight (descending): eight of the compounds above.
nr	SMILES	RGS8-Gao	Bim-Bcl-B	Bim-Bcl-W	Bim-Bcl-XL	Mcl1 Noxa PPI	Mcl-1 Bim block
56	COc1ccc(N2CCN(Cc3nc4c(c(=O)n(C)c(=O)n4C)n3CCc3ccccc3)CC2)cc1	100	-4	-2	-5	21	1
53	Cc1oc2ccc(NS(=O)(=O)c3cccc4cccnc34)cc2c1C(=O)OC(C)C	100	-17	-6	-14	-2	-7
50	Cc1nc2c(ccc3nc(NC(=O)C(c4ccccc4)c4ccccc4)sc32)s1	113	-4	-1	-5	-3	-2
47	COc1ccccc1CNC(=O)COC(=O)c1cc(C)oc1C	104	-3	-2	-2	-3	-1
48	O=S(=O)(NC1=NCCCCC1)c1ccc2ccccc2c1	102	-6	-1	-5	-1	-1
49	C/C(=N\NC(=S)NC1CCCCC1)c1ccccc1	101	12	7	4	15	6
51	CCC1Nc2ccccc2-c2nnc(SC)nc2O1 (configuration not stated)	102	-6	0	-4	13	-1
52	Cc1cc(O)ccc1-c1cnc2ccccc2n1	100	-14	-1	-5	19	-2

nr	RGS7-Gao	Mcl1-Bid inh	Bim-Bcl-2	RGS4-Gao reg	Bfl-1 Bim block
56	103	-32	-6	98	-12
53	100	15	-6	103	-12
50	120	13	-1	124	-2
47	98	-47	-4	98	-7
48	101	-9	1	102	0
49	110	-32	6	101	11
51	106	-10	-6	103	-6
52	106	-1	-5	100	9
